Anthrax LF prot: inhibitors of Bacillus anthracis lethal factor protease | P15917 | multiplex microsphere protease cleavage assay, LF | inhibition, % at 10 µM | hit rate 0.12% among 360,000 | AID 588501; note: plate controls were buffer without enzyme for full effect and enzyme alone for no effect
TcdB inh: blocks C. difficile toxin B glycohydrolase activity | P18177 | TcdB glycohydrolase enzymatic assay, plate reader | inhibition, % at 9.99 µM | hit rate 0.24% among 350,000 | AID 652162; in the data active = inhibition above about 10%
Y pestis TopoI: inhibitors of Yersinia pestis topoisomerase I | hit rate 0.064% among 360,000 | activity, % at 10 µM | AID 504884 | Y. pestis Topo-I cleavage product accumulation, plate reader; in the data active = activity above about 50%, passing the limit was not always enough; inconclusive = no clear call, values can overlap the other calls; note: inactives centre near 2
CCHFV vOTU inh: CCHFV vOTU protease inhibition; Pep-AMC fluorescence; inhibition, % at 11.5 µM; hit rate 0.55% among 370,000; in the data active = inhibition above about 30%; note: 0% = vehicle wells with enzyme and 100% = no enzyme wells
BoNT F protease: blocks Botulinum neurotoxin F light chain protease; Multiplex microsphere protease cleavage assay, flow cytometry; inhibition, % at 10 µM; hit rate 0.22% among 360,000; AID 588497; in the data active = inhibition above about 35%, passing the limit was not always enough; inconclusive = no clear call, values can overlap the other calls; note: plate controls were buffer without enzyme for full effect and enzyme alone for no effect
BoNT-A LC inh2: BoNT A light chain protease inhibition | AID 588499 | hit rate 0.17% among 360,000 | inhibition, % at 10 µM | multiplex microsphere protease substrate cleavage, flow cytometry; note: plate controls were buffer without enzyme for full effect and enzyme alone for no effect
PfHsp40 yeast: rescue of PfHsp40-mediated yeast toxicity; S. cerevisiae expressing PfHsp40, growth rescue, ATP luminescence; growth rescue, % at 12.5 µM; hit rate 0.68% among 340,000; in the data active = growth rescue above about 28%, passing the limit was not always enough; inconclusive = no clear call, values can overlap the other calls;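 note: yeast W303a lacking pdr1 and pdr3 grown in galactose medium; growth measured after three days at 30 °C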
PrPC surface inh: reduces human prion protein on the cell surface | inhibition, % at 13.8 µM | hit rate 0.43% among 370,000 | P04156 | cell surface PrPC, TR-FRET read-out; in the data active = inhibition above about 24%; note: 0% = median of the test wells and 100% = reference compound wells
FadD28 binding: blocks FadD28 binding to the bisubstrate probe | fluorescence polarization | inhibition, % at 12.5 µM | hit rate 0.22% among 360,000; in the data active = inhibition above about 8.5%, passing the limit was not always enough; inconclusive = no clear call, values can overlap the other calls
* marks the source's active call; other numbers are inactive results; u = inconclusive; x = not tested or not shown. Cut-off read from the data, not from the text of the source, unless noted: active = inhibition above about 30%; inconclusive = no clear call, values can overlap the other calls; inactive = below that.

The line under a structure holds: Anthrax LF prot	TcdB inh	Y pestis TopoI	CCHFV vOTU inh	BoNT F protease	BoNT-A LC inh2	PfHsp40 yeast	PrPC surface inh	FadD28 binding
O=C(/C=C/c1ccccc1)C1=C(O)C(=O)N(CCO)C1c1cccc([N+](=O)[O-])c1 (configuration not stated)
  1	-2.6	-5	10	-4	0.3	x	-11	-2.5
CC(=O)Nc1ccc(NC(=O)CSc2nc3ccccc3nc2N2CCC(C)CC2)cc1
  0	0.4	9	27	-2	0.7	-0.6	1	0.3
C=CCn1cc(/C=N/N2C(=O)C3C4C=CC(C4)C3C2=O)c2ccccc21 (configuration not stated)
  1	1.2	1	14	0	1.0	0.5	2	-0.6
Cc1ccccc1NS(=O)(=O)c1ccc(OCC(=O)NCc2ccccn2)cc1
  1	1.1	7	-2	-1	-1.1	-0.2	7	-4.3
COc1ccccc1CNC(=O)c1cn(C)c2ccc(S(=O)(=O)N3CCCC3)cc2c1=O
  -5	0.0	18	-3	-4	-0.9	1.3	7	-2.6
Nn1c(SCC(=O)N2CCOCC2)nnc1-c1ccco1
  -7	x	5	8	1	0.4	-0.5	-1	-2.7
CCOC(=O)c1ccc(NC(=O)Nc2nncs2)cc1
  -4	1.6	10	5	-3	0.3	x	5	-3.9
CC(C)C(=O)Nc1nnc(Cc2ccccc2)s1
  4	1.7	-5	2	32	u	-1.2	0	-4.4
O=C(COC(=O)/C=C/c1cccs1)NC1CC1
  -1	1.6	-1	3	-5	0.2	-0.6	2	-2.1
CCOC(=O)[C@]12CCCC=C1N(Cc1ccco1)C(=O)[C@H](CC(=O)NCC13CC4CC(CC(C4)C1)C3)C2
  3	0.5	x	15	-5	-1.5	x	3	x
C=CCNC(=S)Nc1ccc(C)c(S(=O)(=O)N2CCCCC2)c1
  0	0.1	10	6	-6	0.0	0.5	-3	-0.4
Cc1ccc(NC(=O)CSc2nnc(Cc3csc(C)n3)o2)cc1
  0	-0.8	-9	-9	-5	0.0	0.3	-1	0.1
COc1cc(-c2cc(NC(C)=O)c3ncc(-c4ccccc4)n3c2)cc(OC)c1OC
  -1	1.4	24	-13	-10	-0.4	x	1	-0.4
C=CCN(c1ccc(OC)cc1)S(=O)(=O)c1ccc(Cl)c(C(=O)OCC(=O)c2c(N)n(C)c(=O)n(C)c2=O)c1
  -2	1.0	12	3	0	-3.3	-0.2	-9	-0.5
Cc1c(CCO)c(=O)[nH]n1S(=O)(=O)c1cccc(C(F)(F)F)c1
  2	1.6	5	14	-6	0.6	1.0	-4	0.2
c1ccc(-c2nc3ccccc3c3nncn23)cc1
  -2	x	4	9	1	0.0	1.7	1	-1.7
CC(=O)Nc1cccc(C(=O)OCN2C(=O)c3ccccc3C2=O)c1
  4	1.6	2	14	-4	1.5	-0.3	-5	x
CN(C)C(C)(C)C#CCCCCC#CC(C)(C)N(C)C
  -3	x	3	4	-8	-1.7	-0.6	3	0.8
CCS(=O)(=O)N1CCCC(C(=O)NCCc2ccccc2)C1 (configuration not stated)
  -1	x	-4	15	-7	-1.4	0.8	-7	-3.9
CC(C)(C)n1nnnc1C(c1cccs1)N1CCCc2ccccc21 (configuration not stated)
  3	x	23	7	0	-0.4	-0.2	7	-4.4
CCc1ccc(N(CC(=O)O)S(=O)(=O)c2c(C)noc2C)cc1
  2	0.1	-3	-4	4	0.5	-2.2	-8	0.4
C#CCOCCOCCOCCNc1nc(N2CCOCC2)nc(N2CCN(C(=O)[C@H]([C@@H](C)CC)n3cc([C@@H](N)Cc4ccc(O)cc4)nn3)CC2)n1
  -4	x	15	x	-1	0.4	0.0	x	-0.7
CCCC(c1nnnn1C1CCCCC1)N1CCN(c2ncccn2)CC1 (configuration not stated)
  16	x	-4	-8	1	0.6	0.0	5	-1.2
N#C/C(=C1\CCCN1)c1ccc2ccccc2n1
  -4	x	3	-5	-2	0.0	1.2	4	-2.2
CCN(CCCNS(=O)(=O)c1cc(-c2cc(C)no2)ccc1C)Cc1ccccc1
  -3	0.6	8	11	6	0.8	-0.4	-9	-3.8
CC1(C(=O)Nc2cccc(Oc3ccccc3)c2)CCN1Cc1ccccc1Cl (configuration not stated)
  -8	-0.1	34	18	-4	-0.1	x	6	-0.8
Cc1cc(C)n(-c2nc3c(c(=O)[nH]c(=O)n3C)n2Cc2cccc(Br)c2)n1
  0	x	3	11	-1	-0.2	0.4	-10	-2.6
CC1CCN(C(=S)c2cccc(O)c2)CC1
  0	-0.7	-1	-2	4	-0.8	-1.0	-1	-0.9
COc1cc(NS(=O)(=O)c2ccc(NS(=O)(=O)c3ccccc3)cc2)nc(OC)n1
  0	x	2	-1	-14	-1.8	-1.2	2	0.3
Cc1ccc(NC(=O)c2cnn(-c3ccccc3)c2C)cc1C
  -14	2.0	9	-6	-4	-1.5	9.7	8	-4.6
COc1ccc(-n2nc(C(=O)NCC(=O)NCc3ccco3)c3ccccc3c2=O)c(OC)c1
  -2	x	8	-3	3	-0.1	-0.7	-5	-0.3
Cc1cc(C)cc(NC(=O)Nn2cnnc2)c1
  6	0.1	0	11	3	0.1	-1.5	-1	-2.9
O=C(O)Cc1ccc(-n2cccc2)cc1
  -2	0.6	9	4	-5	-0.8	-0.8	-6	-0.3
Cc1nnc(SCC(=O)Nc2nnc(SCc3cccc(Br)c3)s2)s1
  -4	x	30	2	7	0.7	0.5	-2	0.2
N#Cc1ccsc1NC(=O)CN1CCCCCC1
  0	x	7	4	14	0.7	0.2	-10	-0.6
CCCOc1ccc(NC(=O)CC2C(=O)N(CC)C(=S)N2CCNC(C)=O)cc1 (configuration not stated)
  -6	x	-1	12	-2	-0.6	1.2	-6	-0.7
COc1ccc(-n2ncc3c2CC(C)(C)CC3NC(=O)c2ccnn2C)cc1 (configuration not stated)
  0	-0.4	11	-10	-6	0.8	1.7	11	-2.4
Cc1cccc(C(=O)N2CCC(=O)N([C@H](COCc3ccc(Cl)cc3)Cc3ccccc3)CC2)c1
  0	0.1	x	7	-1	-0.7	x	4	x
N#Cc1ccc(NC(=O)CCc2ccc(S(=O)(=O)N3CCOCC3)cc2)cc1
  -4	x	2	-6	7	0.5	0.3	-3	0.8
C[C@H](NC(=O)c1nc[nH]c1C(=O)NC[C@@H](C)O)c1ccccc1
  1	-3.0	0	10	3	-0.6	x	5	-1.3
C=CCN(N=Nc1cccc([N+](=O)[O-])c1)c1cccc([N+](=O)[O-])c1
  -2	1.7	1	-8	0	0.1	-0.7	-1	0.9
O=[N+]([O-])c1ccc(-c2ccn[nH]2)o1
  -3	0.5	-1	0	-5	-0.1	-0.1	-33	-0.4
COc1ccc(N(CCCN2C(=O)c3cccc4cccc(c34)C2=O)C(=O)c2cccnc2)cc1
  6	2.7	-3	14	6	1.9	0.0	-11	-0.7
N#Cc1sc(NCc2cccc(Cl)c2)nc1Cl
  -17	0.1	6	-3	9	1.6	1.8	9	x
CC(=O)Nc1ccc(Nc2ccc3c4c(cc(=O)n3C)-c3ccccc3C(=O)c24)cc1
  -6	1.2	-12	14	-4	-0.7	0.9	-4	2.3
C=CCn1c(=O)c2c(nc3n2CC(C)CN3CCc2ccccc2)n(C)c1=O (configuration not stated)
  -1	1.4	19	9	7	0.2	-0.8	3	-1.4
CC(C)Oc1ccc(C(CCN)C2CCCCC2)cc1 (configuration not stated)
  -15	3.5	8	3	-19	-3.2	2.7	-8	-7.0
CC(C)C(N)c1csc(NC(=O)Nc2cccc(Cl)c2)n1 (configuration not stated)
  1	0.6	-4	5	-14	-0.7	x	-8	-11
COc1ccc(C(=O)CCS(=O)(=O)c2ccc(F)cc2)cc1OC
  0	1.9	16	-1	2	-0.2	0.2	-1	-0.2
O=C(CSc1n[nH]c(=O)[nH]c1=O)c1cccc([N+](=O)[O-])c1
  -1	1.7	-13	-4	3	-1.1	1.2	-18	-0.9

One compound at a time, as listed above:
O=C(O)Cc1ccc(-n2cccc2)cc1 as listed: Anthrax LF prot = -2; TcdB inh = 0.6; Y pestis TopoI = 9; CCHFV vOTU inh = 4; BoNT F protease = -5; BoNT-A LC inh2 = -0.8; PfHsp40 yeast = -0.8; PrPC surface inh = -6; FadD28 binding = -0.3
C=CCn1cc(/C=N/N2C(=O)C3C4C=CC(C4)C3C2=O)c2ccccc21 (configuration not stated) as listed: Anthrax LF prot = 1; TcdB inh = 1.2; Y pestis TopoI = 1; CCHFV vOTU inh = 14; BoNT F protease = 0; BoNT-A LC inh2 = 1.0; PfHsp40 yeast = 0.5; PrPC surface inh = 2; FadD28 binding = -0.6

Next results.
The line under a structure holds: Anthrax LF prot	TcdB inh	Y pestis TopoI	CCHFV vOTU inh	BoNT F protease	BoNT-A LC inh2	PfHsp40 yeast	PrPC surface inh	FadD28 binding
CSCCn1c(C(C)(C)C)cc(C(=O)O)c1C
  -5	-0.9	0	-6	u	u	-0.3	8	2.0
CCOc1ncccc1C(=O)OCC(=O)N1CCc2ccccc21
  -4	-0.1	-2	4	3	-0.7	-0.8	-1	0.0
C=CCn1c(SCC(=O)C(C)(C)C)nnc1-c1ccccn1
  -2	0.4	7	9	0	-0.3	2.2	1	-5.2
Nc1ncnc2c1cnn2C1CC(O)C(CO)O1 (configuration not stated)
  -1	1.2	7	-2	4	0.6	-0.2	3	-0.5
COCCn1c(SCC(=O)Nc2ccccc2F)nc2c([nH]c3ccccc32)c1=O
  -1	0.4	7	2	1	-1.6	-1.0	-4	-3.6
COc1ccc(-c2csc(NC(=O)CSCC(=O)Nc3cc(C)on3)n2)cc1
  -10	-5.7	2	7	-10	0.1	-0.7	7	-2.1

Rewritten with tabs: part of the list above
structure	Anthrax LF prot	TcdB inh	Y pestis TopoI	CCHFV vOTU inh	BoNT F protease	BoNT-A LC inh2	PfHsp40 yeast	PrPC surface inh	FadD28 binding
COc1ccc(C(=O)CCS(=O)(=O)c2ccc(F)cc2)cc1OC	0	1.9	16	-1	2	-0.2	0.2	-1	-0.2
O=C(CSc1n[nH]c(=O)[nH]c1=O)c1cccc([N+](=O)[O-])c1	-1	1.7	-13	-4	3	-1.1	1.2	-18	-0.9
CSCCn1c(C(C)(C)C)cc(C(=O)O)c1C	-5	-0.9	0	-6	u	u	-0.3	8	2.0
CCOc1ncccc1C(=O)OCC(=O)N1CCc2ccccc21	-4	-0.1	-2	4	3	-0.7	-0.8	-1	0.0
C=CCn1c(SCC(=O)C(C)(C)C)nnc1-c1ccccn1	-2	0.4	7	9	0	-0.3	2.2	1	-5.2
Nc1ncnc2c1cnn2C1CC(O)C(CO)O1 (configuration not stated)	-1	1.2	7	-2	4	0.6	-0.2	3	-0.5
COCCn1c(SCC(=O)Nc2ccccc2F)nc2c([nH]c3ccccc32)c1=O	-1	0.4	7	2	1	-1.6	-1.0	-4	-3.6
COc1ccc(-c2csc(NC(=O)CSCC(=O)Nc3cc(C)on3)n2)cc1	-10	-5.7	2	7	-10	0.1	-0.7	7	-2.1

Assay outcomes as filed in PubChem BioAssay.
